High-throughput results: PubChem BioAssay, several laboratories
UGM FP inh: M. tuberculosis UGM enzyme inhibitors, primary screen, biochemical, fluorescence polarization, single point | 0.06% of 320,000 active | AID 504406, 2011 | purified UGM, fluorescence polarization probe displacement | inhibition, % at 10 µM; in the data active = inhibition above about 10%, passing the limit was not always enough; inconclusive = no clear call, values can overlap the other calls
Target sequence (P9WIQ1 whole entry, looked up): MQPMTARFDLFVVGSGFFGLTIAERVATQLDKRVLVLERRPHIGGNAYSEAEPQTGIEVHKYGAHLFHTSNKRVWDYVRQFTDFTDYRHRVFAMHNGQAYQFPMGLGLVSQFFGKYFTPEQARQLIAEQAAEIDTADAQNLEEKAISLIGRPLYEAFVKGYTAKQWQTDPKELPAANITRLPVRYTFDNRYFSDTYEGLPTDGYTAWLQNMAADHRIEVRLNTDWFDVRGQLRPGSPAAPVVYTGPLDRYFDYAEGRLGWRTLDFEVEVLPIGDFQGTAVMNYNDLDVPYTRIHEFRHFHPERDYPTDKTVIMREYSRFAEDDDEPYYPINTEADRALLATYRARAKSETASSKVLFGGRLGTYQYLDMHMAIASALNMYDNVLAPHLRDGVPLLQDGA
FadD28 FP inh: inhibitors of FadD28 bisubstrate probe binding, primary screen, biochemical, fluorescence polarization, single point; Mycobacterium tuberculosis FadD28 fatty-acid-AMP ligase; inhibition, % at 12.5 µM; 0.22% of 360,000 active; AID 588549, 2011; in the data active = inhibition above about 8.5%, passing the limit was not always enough; inconclusive = no clear call, values can overlap the other calls
PrPC TRFRET: inhibitors of human cell surface prion protein PrPC, primary screen, cell-based, TR-FRET | Major prion protein (Homo sapiens), P04156 | TR-FRET read-out | inhibition, % at 13.8 µM | 0.43% of 370,000 active | AID 720596, 2013; in the data active = inhibition above about 24%; also: 0% = median of the test wells and 100% = reference compound wells
CCHFV vOTU inh: CCHFV vOTU protease inhibitors, primary screen, biochemical, Pep-AMC substrate, fluorescence; Crimean-Congo hemorrhagic fever virus L polyprotein viral ovarian tumor (vOTU) protease …; inhibition, % at 11.5 µM; 0.55% of 370,000 active; AID 651958, 2012; also: 0% = vehicle wells with enzyme and 100% = no enzyme wells
BoNT-F LC inh: BoNT/F light chain protease inhibitors, primary screen, biochemical, flow cytometry, MLPCN library; inhibition, % at 10 µM; AID 588497, 2011; Multiplex microsphere protease cleavage assay; 0.22% of 360,000 active; in the data active = inhibition above about 35%, passing the limit was not always enough; inconclusive = no clear call, values can overlap the other calls; also: plate controls were buffer without enzyme for full effect and enzyme alone for no effect
Mtb BioA inh: M. tuberculosis BioA enzyme inhibitors, primary screen, biochemical, plate reader, single point, HTS | 7,8-diaminopelargonic acid synthase BioA (Mycobacterium tuberculosis) | purified M. tuberculosis BioA enzyme | inhibition, % at 9.99 µM | 0.096% of 360,000 active | AID 602481, 2012; in the data active = inhibition above about 40%; inconclusive = no clear call, values can overlap the other calls
GDH-TPI counter: GDH-TPI coupling enzyme inhibitors, primary screen, artefact control for M. tuberculosis FBA inhibitor project, biochemical, absorbance, full deck; 1.2% of 360,000 active; AID 588335, 2011; inhibition, % at 4.8 µM; GDH-TPI coupled enzyme counterscreen, NADH absorbance;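 also: 0% = DMSO wells and 100% = wells lacking the enzyme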
FBA Mtb inh: Mtb FBA enzyme inhibitors, primary screen, biochemical, fluorescence, strain H37Rv; Fructose-bisphosphate aldolase (Mycobacterium tuberculosis (strain ATCC 25618 / H37Rv)), …; purified M. tuberculosis FBA, fluorescence read-out; inhibition, % at 1 µM; 2.3% of 360,000 active; AID 588726, 2011; in the data active = inhibition above about 27%;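 also: 0% = vehicle and 100% = reference inhibitor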
Target sequence (P9WQA3 whole entry, looked up): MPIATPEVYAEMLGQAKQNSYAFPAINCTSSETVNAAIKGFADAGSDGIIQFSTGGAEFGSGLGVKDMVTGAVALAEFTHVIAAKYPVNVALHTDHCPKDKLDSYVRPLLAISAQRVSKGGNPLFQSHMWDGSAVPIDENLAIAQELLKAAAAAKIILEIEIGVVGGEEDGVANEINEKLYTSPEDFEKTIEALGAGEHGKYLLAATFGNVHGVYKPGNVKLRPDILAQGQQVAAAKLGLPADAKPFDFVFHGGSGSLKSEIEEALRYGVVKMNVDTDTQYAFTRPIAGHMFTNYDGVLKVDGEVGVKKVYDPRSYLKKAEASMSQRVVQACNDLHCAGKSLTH
BoNT A protease: BoNT/A light chain protease inhibitors, primary screen, biochemical, flow cytometry, MLPCN library | Botulinum neurotoxin type A light chain protease (Clostridium botulinum A str. ATCC 3502) | multiplex microsphere protease substrate cleavage | inhibition, % at 10 µM | 0.17% of 360,000 active | AID 588499, 2011; in the data active = inhibition above about 30%; inconclusive = no clear call, values can overlap the other calls; also: plate controls were buffer without enzyme for full effect and enzyme alone for no effect
* marks the source's active call; other numbers are inactive results; ? = inconclusive; . = no result given. Rule as the data show it, unless noted: active = inhibition above about 30%; inactive = the rest.

Results follow in this order: UGM FP inh | FadD28 FP inh | PrPC TRFRET | CCHFV vOTU inh | BoNT-F LC inh | Mtb BioA inh | GDH-TPI counter | FBA Mtb inh | BoNT A protease
Cc1cccc(CNC(=O)Nc2nnc([C@H]3C[C@H](O)[C@@H](CO)O3)s2)c1
→ . | -2.0 | -1 | 4 | 1 | 0.9 | -2 | -1 | -0.1
Fc1ccccc1NC(=S)Nc1ccc(CN2CCOCC2)cc1
→ 0.2 | -5.0 | 7 | -11 | -4 | . | 0 | -2 | -0.9
O=C(Cn1cc(C(F)(F)F)ccc1=O)NCCc1ccc(Cl)cc1Cl
→ 3.5 | -1.6 | -2 | -9 | -6 | . | 12 | -4 | -0.6
c1ccc(N2CCN(c3nccn4ccnc34)CC2)nc1
→ . | 0.6 | -9 | -5 | -3 | -0.8 | 10 | -2 | -0.4
COc1ccc(OC)c(-n2c(-c3ccn[nH]3)n[nH]c2=S)c1
→ -0.9 | -1.1 | 1 | -11 | ? | -0.5 | 6 | 4 | -6.4
COc1cc(/C=C2/C(=O)ON=C2C)ccc1OCc1cccc(F)c1
→ 2.7 | -1.9 | -13 | 7 | -7 | . | 2 | 2 | -0.2
COc1cccc(CNC(=O)c2ccccc2NC(=O)C2=C(C)OCCS2)c1OC
→ 3.8 | -1.8 | -1 | -4 | 7 | -2.0 | 0 | -1 | 0.2
O=C(COC(=O)CCc1ccccc1)NCc1ccccc1
→ -0.6 | -4.3 | 0 | -6 | 2 | 0.2 | -3 | -3 | 0.3
Cc1cccn2c(=O)c(C=O)c(N3CCC4(CC3)OCCO4)nc12
→ 1.1 | -4.9 | 2 | 4 | ? | 0.2 | 0 | -1 | 1.8
COc1cccc(CN2CCN(c3cccc(C(F)(F)F)c3)CC2)c1OC
→ -0.5 | 0.1 | -2 | -7 | -5 | -1.1 | 7 | 1 | -0.7

Laid out differently: results already given.
Cc1cccc(CNC(=O)Nc2nnc([C@H]3C[C@H](O)[C@@H](CO)O3)s2)c1
- UGM FP inh = .
- FadD28 FP inh = -2.0
- PrPC TRFRET = -1
- CCHFV vOTU inh = 4
- BoNT-F LC inh = 1
- Mtb BioA inh = 0.9
- GDH-TPI counter = -2
- FBA Mtb inh = -1
- BoNT A protease = -0.1

c1ccc(N2CCN(c3nccn4ccnc34)CC2)nc1
- UGM FP inh = .
- FadD28 FP inh = 0.6
- PrPC TRFRET = -9
- CCHFV vOTU inh = -5
- BoNT-F LC inh = -3
- Mtb BioA inh = -0.8
- GDH-TPI counter = 10
- FBA Mtb inh = -2
- BoNT A protease = -0.4

Following part
Results follow in this order: UGM FP inh | FadD28 FP inh | PrPC TRFRET | CCHFV vOTU inh | BoNT-F LC inh | Mtb BioA inh | GDH-TPI counter | FBA Mtb inh | BoNT A protease
Cc1noc2ncnc(N3CCCC3)c12
→ -0.1 | -1.4 | -5 | -7 | -2 | 1.9 | 0 | -5 | 0.0
CC(=O)N1CCc2cc(S(=O)(=O)CCC(=O)N(C)c3cc(C)ccc3C)ccc21
→ 2.0 | -0.5 | -6 | 18 | 0 | 5.3 | 9 | -4 | 0.3
CCOC(=O)c1cnc(SCC(=O)N2CCN(c3ccccc3)CC2)nc1N
→ -0.2 | -3.1 | 4 | 2 | 17 | 1.7 | -1 | 2 | 0.6
CCn1c(N2CCC(C)CC2)nc2c1c(=O)n(C)c(=O)n2C
→ -2.2 | -3.9 | -10 | 11 | -5 | 1.2 | -15 | 2 | -0.5
O=C(COC(=O)CNC(=O)c1ccccc1F)NCCC1=CCCCC1
→ -0.6 | -0.9 | -8 | 4 | 0 | . | 8 | -2 | 0.9
Cc1cccc(N(C(=O)Cc2cccs2)C(C(=O)NC2CCCC2)c2ccncc2)c1 (stereo not drawn)
→ 2.4 | -1.9 | 7 | 2 | -2 | -0.2 | -16 | -6 | -1.1
CC(C)=C(NC(=O)c1ccccc1)C(=O)NCCc1nc2ccccc2[nH]1
→ -1.3 | 0.1 | -9 | 0 | 1 | -0.6 | 1 | -4 | -1.4
CCOC(=O)C1CCCN(C(=O)c2ccccc2NC(=O)C2=C(C)OCCS2)C1 (stereo not drawn)
→ -0.1 | 0.0 | -4 | 2 | -4 | -0.7 | -5 | 0 | -1.5
CCCCC[C@@H]1C=C(C(=O)O)[C@H](c2ccc(C#N)cc2)N1S(=O)(=O)c1ccc(C)cc1
→ . | -2.3 | 2 | 17 | -5 | 1.7 | 2 | -1 | -0.3
Cc1cc(C)n2c(SCC(=O)Nc3ccccc3)nnc2n1
→ -0.1 | 1.1 | 9 | -7 | -10 | 11 | 0 | 5 | -0.9
O=C(CCCNC(=O)c1ccc(Cl)cc1)Nc1cccc(S(=O)(=O)N2CCCCC2)c1
→ -1.3 | -1.3 | 7 | 21 | -12 | 0.0 | 1 | -1 | -4.5
O=C(CSCc1ccccc1)NCc1ccc2c(c1)OCO2
→ -1.2 | -1.2 | 2 | -3 | -6 | -1.4 | 9 | -7 | 0.0
CC(=O)NC(CC(=O)OC(C)C(=O)Nc1ccc(Cl)cn1)c1ccccc1 (stereo not drawn)
→ 0.1 | -1.2 | -1 | -3 | 6 | . | 2 | 2 | 2.6
CSCC(C)N1CCC(n2nccc2NC(=O)c2ccc3c(c2)OCO3)CC1 (stereo not drawn)
→ 1.3 | -1.0 | 5 | -16 | -2 | -2.6 | 2 | 1 | 4.4
CCOc1ccc(C2C(C(=O)c3ccc(C)o3)=C(O)C(=O)N2c2nc(C)c(C(=O)OC)s2)cc1 (stereo not drawn)
→ -4.1 | -0.2 | 1 | 15 | 16 | -1.5 | 16 | 3 | 4.2
COc1ccc(-c2[nH][nH]c(=O)c2NC(=O)c2ccccn2)cc1
→ . | -0.8 | 0 | 3 | 2 | -3.0 | . | 0 | -0.8
C=CCN(C(=O)c1csnn1)C(C(=O)NC1CCCC1)c1ccc(F)cc1 (stereo not drawn)
→ 1.6 | -3.5 | 8 | 8 | -11 | -1.1 | -2 | -1 | -2.6
CC(=O)N1c2ccc(S(=O)(=O)N3CCCC(C(=O)Nc4cc(C)cc(C)c4)C3)cc2CC1C (stereo not drawn)
→ 1.4 | -2.0 | 35* | 5 | -2 | -0.1 | 6 | 5 | -0.7
O=C(NCCN1CCOCC1)c1c(Cl)cccc1Cl
→ 2.8 | 0.7 | 1 | -14 | 1 | -2.8 | 10 | 3 | -5.2
CC(C)NC(=S)N1CCN(S(C)(=O)=O)CC1
→ 0.3 | -0.6 | 11 | -5 | -1 | . | 1 | 1 | -0.5
CCCn1c(C)cc(C(=O)COC(=O)c2cc(S(=O)(=O)NCC(C)C)c(Cl)cc2Cl)c1C
→ . | -2.9 | 6 | 14 | 6 | -1.4 | 9 | 1 | -0.8
COc1ccc(CN2C(=O)C(C)S/C2=N/N=C/c2ccco2)cc1 (stereo not drawn)
→ 1.0 | -1.2 | -6 | 3 | . | -0.5 | 28 | 3 | .
Cc1cccc(OCCCC(=O)N2CCCCCC2)c1C
→ -0.6 | -4.4 | 5 | 7 | -33 | 2.6 | -2 | -4 | -6.4
COc1ccc(C(C)=O)cc1COC(=O)c1ccc(C)c(S(=O)(=O)N2CCOCC2)c1
→ -4.5 | -0.4 | -5 | -8 | 2 | 4.2 | 9 | 3 | -2.6
COc1ccccc1NC(=S)N(Cc1ccccc1)Cc1cccnc1
→ . | -1.2 | 5 | 0 | -3 | . | -2 | 0 | -0.8
CN(CC(=O)Nc1c(Cl)cccc1Cl)C(=O)c1cc(-c2cccs2)nn1-c1ccccc1
→ -0.3 | -0.9 | 23 | 10 | 2 | -2.0 | -5 | -2 | -2.2
CCOC(=O)C1=C(C)NC(=O)NC1/C(C)=C/c1ccccc1 (stereo not drawn)
→ -0.4 | 0.9 | -1 | -22 | 0 | -1.1 | 10 | 1 | ?
COc1cc(NC(=O)Cc2cccs2)cc(OC)c1
→ 0.5 | -2.8 | 0 | -2 | -1 | -1.5 | -1 | -2 | 1.4
Fc1ccc(-n2cc(-c3ccccc3)c3c(N4CCOCC4)ncnc32)cc1
→ 1.0 | ? | 8 | -17 | 1 | . | 1 | 1 | 0.4
CCCCOc1ccc(C(=O)NC(=S)Nc2ccc(CN3CCOCC3)cc2)cc1
→ -1.3 | -4.4 | 9 | -14 | 23 | 1.5 | -12 | -1 | 1.6
Cc1ccc(N(CC(=O)Nc2cc(C)ccc2C)S(C)(=O)=O)cc1
→ -1.8 | 2.6 | -10 | -3 | ? | -1.0 | 14 | 1 | 0.5
COc1cc(Cl)ccc1NC(=S)N(CCN1CCOCC1)C1CCN(C(C)=O)CC1
→ 3.9 | -0.5 | 1 | -1 | -5 | . | 5 | 0 | -0.9
Cc1[nH]c(=O)[nH]c(=O)c1Cc1cccc2ccccc12
→ 3.5 | -3.2 | -2 | -7 | -2 | . | 3 | 3 | -0.5
COc1ccc(C(=O)Nc2ccccc2[N+](=O)[O-])cc1S(=O)(=O)N1CCOCC1
→ -2.9 | -2.8 | -16 | 17 | 12 | 1.6 | -11 | -2 | 2.0
CCOc1ccc(NC(=O)COc2cccc3c2CCN(Cc2cccnc2)C3=O)cc1
→ -0.2 | -2.1 | 1 | 7 | -2 | -1.3 | 7 | 0 | 0.5
COc1ccc(/C=N/N=C/c2ccc(OC)c(O)c2)cc1O
→ -0.4 | 0.6 | 9 | 27 | -8 | -1.6 | 50* | -2 | -0.1
CC(C)C[C@H]1CN([C@@H](Cc2ccccc2)CN2CCC[C@@H]2CN2C(=O)C(=O)NC[C@@H]2Cc2ccccc2)C(=O)C(=O)N1CCc1ccccc1
→ . | -2.9 | 0 | 28 | -2 | 1.2 | . | 0 | 0.2
CCN(CC(=O)Nc1ccccc1OC)C(=O)CN1C(=O)NC(C)(c2ccc3ccccc3c2)C1=O (stereo not drawn)
→ . | -1.7 | 3 | -1 | -3 | -0.7 | -3 | 3 | -0.2
COc1ccc(C)cc1N(CC(=O)Nc1ccc(S(=O)(=O)N2CCOCC2)cc1)S(C)(=O)=O
→ -0.9 | 0.1 | 10 | -17 | 4 | -1.2 | 10 | -2 | -3.3
CC(C)CCNC(=O)c1c(CSc2ccc(Cl)cc2)noc1C(=O)NCc1ccccc1
→ -1.0 | -0.8 | -1 | -1 | 0 | -0.8 | 2 | -1 | -0.4
CC(O)CNCc1cccc2ccccc12 (stereo not drawn)
→ 4.5 | -0.9 | 3 | 2 | 6 | -1.3 | -6 | 3 | -0.4
COc1ccc(C(=O)NCc2nnc(SCC(=O)c3ccccc3)n2C)cc1OC
→ . | 1.5 | 0 | -5 | -2 | 0.1 | 7 | -1 | 4.9
CCc1nn(C(C)C(=O)NCCN2CCCCCC2)c(=O)c2cc3occc3n12 (stereo not drawn)
→ 1.7 | 0.4 | -1 | 6 | -3 | 5.4 | 6 | 1 | -0.2
CC1(C)Cc2c(sc3ncnc(NNC(=S)NCc4ccccc4)c23)CO1
→ -0.5 | -3.8 | 1 | 3 | -2 | . | 5 | -2 | -0.5
Cc1nc(C(F)(F)F)ccc1C(=O)N1CCC1(C)C(=O)Nc1ccc2c(c1)OCO2 (stereo not drawn)
→ . | 1.0 | 4 | 0 | 2 | -2.0 | 10 | 1 | 0.3
O=C(Cn1cc2c(n1)CCCC2)NCc1cccnc1
→ -2.7 | -3.2 | 2 | -4 | -8 | -0.3 | 6 | -1 | -0.2
Cc1cc([N+](=O)[O-])cc(/C=N\NC(=O)C2COc3ccccc3O2)c1O (stereo not drawn)
→ -4.4 | 0.1 | 1 | -10 | -8 | 0.4 | 11 | -6 | -1.5
Cc1ccc(S(=O)(=O)N2CCSCCSCCSCCSCC2)cc1
→ . | -3.2 | 2 | 0 | 2 | . | -7 | -2 | 0.7
